Compound activity: PubChem BioAssay, several laboratories
KCNQ1 block = blocks the human KCNQ1 potassium channel. CHO-K1 KCNQ1, FluxOR thallium flux fluorescence; active compounds read high. B-score at 10 µM. hit rate 1.3% among 310,000. AID 2642;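 active means compounds whose thallium flux B-score, printed positive for inhibition, exceeds three library SD while starting fluorescence stays within three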;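 further: channel opened by potassium depolarization with thallium stimulus after 20 min compound exposure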
GSK3 alpha inh = human GSK-3 alpha kinase inhibition | P49840 | ADP-Glo luminescence, 60 min | inhibition, % at 10 µM | hit rate 0.1% among 320,000;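 in the data active means inhibition above about 50%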;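 further: GST-tagged GSK-3 alpha with peptide substrate and 25 µM ATP; 0% = DMSO neutral wells and 100% = GW8510 positive control wells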
Target sequence (P49840 whole entry, looked up): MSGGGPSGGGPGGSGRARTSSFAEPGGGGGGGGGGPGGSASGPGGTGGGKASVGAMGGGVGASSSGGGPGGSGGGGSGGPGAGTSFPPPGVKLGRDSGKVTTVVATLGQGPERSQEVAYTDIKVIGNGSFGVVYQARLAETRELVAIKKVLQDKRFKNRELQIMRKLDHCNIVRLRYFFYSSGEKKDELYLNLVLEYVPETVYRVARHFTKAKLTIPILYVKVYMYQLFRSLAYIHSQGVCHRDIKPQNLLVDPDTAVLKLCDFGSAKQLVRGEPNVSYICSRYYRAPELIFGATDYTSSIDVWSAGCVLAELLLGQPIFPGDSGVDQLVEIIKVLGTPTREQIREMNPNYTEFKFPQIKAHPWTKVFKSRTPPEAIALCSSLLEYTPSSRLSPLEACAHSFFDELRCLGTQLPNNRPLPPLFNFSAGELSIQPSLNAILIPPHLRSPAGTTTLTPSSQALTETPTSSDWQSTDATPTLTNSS
KCNK9 block = blocks the human KCNK9 two-pore domain potassium channel. HEK293 KCNK9, FluxOR thallium flux fluorescence; active compounds read low. AID 488922. Q9NPC2. B-score at 10 µM. hit rate 1.2% among 310,000;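 active means ratio B-score over 3 SD below the library mean, with starting fluorescence within 5 SD of its mean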;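 further: negative B-score means less thallium flux so channel inhibition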
Target sequence (Q9NPC2 whole entry, looked up, the tested form may be a part): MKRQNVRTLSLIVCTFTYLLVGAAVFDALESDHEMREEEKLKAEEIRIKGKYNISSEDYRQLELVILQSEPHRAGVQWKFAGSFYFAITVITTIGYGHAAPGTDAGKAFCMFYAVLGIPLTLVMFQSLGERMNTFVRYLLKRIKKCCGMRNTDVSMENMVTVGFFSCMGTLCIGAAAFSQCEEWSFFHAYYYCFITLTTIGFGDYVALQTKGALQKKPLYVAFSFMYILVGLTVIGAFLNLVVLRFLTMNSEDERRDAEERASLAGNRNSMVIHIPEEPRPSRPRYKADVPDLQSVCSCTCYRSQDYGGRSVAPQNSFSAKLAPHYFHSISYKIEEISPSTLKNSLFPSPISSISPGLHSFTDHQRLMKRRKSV
RGS4 pot = potentiators or activators of RGS4; HEK293 M3R/inducible RGS4, carbachol calcium flux Fluo4; active compounds read low; B-score at 10 µM; hit rate 0.92% among 310,000; AID 463111;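 active means B-score of the integrated calcium signal more than 4 SD below the library mean, with starting fluorescence not abnormally high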;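 further: negative B-score means reduced calcium response which marks RGS4 activation or potentiation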
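System: HEK293 FlpIn-TREx cells, stable M3R, doxycycline-inducible RGS4. Timing: overnight RGS4 induction, 30 min dye load 37 °C, 20 min compound RT. Also added: carbachol, ECmax concentration. Measured by: Fluo4 fluorescence kinetic imaging of calcium. Evaluation: integrated calcium ratio converted to B score.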
GSK3beta inhib = human GSK3beta kinase inhibition | GST-GSK3beta kinase, ADP-Glo luminescence, 60 min; active compounds read low | activity score (negative = inhibition), % at 10 µM | hit rate 0.038% among 300,000 | P49841;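 active means more than half of replicate wells score below -50%, meaning over 50% inhibition versus plate controls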;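 further: 0% = median DMSO wells and -100% = median GW8510 positive control wells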
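Assay system: GST-fused GSK3beta enzyme, cell-free / Medium: Tris pH 7.5 buffer with MgCl2, DTT, BSA, heparin / Also added: peptide substrate plus 25 µM ATP (final) / Compound: 10 µM single point / Timing: kinase reaction with compound 60 min at room temperature / Detection: ADP-Glo luminescence / Benchmarks: DMSO neutral wells and GW8510 at 20 µM as positive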
PolyA inh = blocks polyadenylation in yeast reporter cells. S. cerevisiae SKY197-pL101 polyadenylation reporter, beta-gal luminescence; efflux-impaired pdr1/pdr3 knockout yeast; score 100 = 6 SD above DMSO. hit rate 0.02% among 300,000. calls only at 12 µM;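 active means lowest replicate activity score at least 50, where 100 means six control SD above control mean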;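 further: yeast exposed to compound for 9 h at 30 °C; higher score means more reporter readthrough which indicates perturbed polyadenylation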
KCNK3 inh = human KCNK3 channel inhibition, primary screen; O14649; CHO-KCNK3 thallium flux, FluxOR fluorescence; active compounds read low; B-score at 10 µM; hit rate 0.84% among 340,000;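 active means B-score under library mean minus 4 SD, starting fluorescence ratio at most library mean plus 5 SD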;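 further: more negative B-score means stronger inhibition of thallium flux through KCNK3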
hERG protect = shields human hERG channel from block by proarrhythmic agents. Q12809. CHO-hERG, FluxOR thallium flux, dofetilide IC70 present. activation (rescue from dofetilide block), less the hit threshold, % at 10 µM. hit rate 0.51% among 310,000;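 active means activation above the mean of controls blocked by dofetilide plus 5 SD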;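 further: thallium influx through hERG after potassium depolarization seen as dye fluorescence rise; in these data hits start at about 4.7%; inactives centre near -7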
Dyrk1A ADPGlo = Dyrk1A (rat) kinase inhibition. Q63470. ADP-Glo luminescence, NFATc1 peptide. inhibition, % at 12.5 µM. hit rate 0.43% among 310,000. AID 504441; in the data active means inhibition above about 50%;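 further: plate controls were vehicle with enzyme for no effect and no enzyme for full effect; many of its hits are not listed in these tables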
RGS4 block = human RGS4 inhibition | P49798 | HEK293 M3R/RGS4 inducible, Fluo-4 calcium flux; active compounds read high; triggered by carbachol at its EC20 | B-score at 10 µM | hit rate 0.45% among 310,000;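 active means B-score, a plate-corrected calcium signal, over three deviations above library mean, with baseline fluorescence within five deviations of library mean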;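 further: RGS4 expression induced by doxycycline in cells with stable M3 receptor; B-score is computed from the integrated fluorescence ratio over baseline after carbachol; higher B-score means a larger calcium signal and so more RGS4 inhibition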
Target sequence (P49798 whole entry, looked up): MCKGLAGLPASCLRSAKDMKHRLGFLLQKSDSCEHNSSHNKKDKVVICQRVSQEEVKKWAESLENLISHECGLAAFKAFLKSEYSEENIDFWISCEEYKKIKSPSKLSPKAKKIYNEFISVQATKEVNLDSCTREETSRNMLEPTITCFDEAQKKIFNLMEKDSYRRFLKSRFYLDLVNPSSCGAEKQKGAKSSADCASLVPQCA
KCNQ1 pot = potentiates or activates the human KCNQ1 potassium channel. hit rate 0.35% among 310,000. CHO-K1 KCNQ1, thallium flux FluxOR fluorescence; active compounds read high. B-score at 10 µM. P51787;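 active means fluorescence ratio B-score, a plate-corrected score, at least three library SD, with initial intensity B-score within 5 SD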
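Test system: CHO-K1 cells stably expressing KCNQ1 / Medium: assay buffer / Also added: depolarizing K+/Tl+ stimulus, K2SO4 and Tl2SO4 each 12.5 mM in 5x stock / Incubation: 90 min dye loading and 20 min compound exposure, both at room temperature / Signal: thallium influx via FluxOR fluorescence, kinetic imaging / Evaluation: B score of baseline-normalized fluorescence ratio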
Active calls of the source: *; i = inactive; nt = not tested or not shown.

SMILES	KCNQ1 block	GSK3 alpha inh	KCNK9 block	RGS4 pot	GSK3beta inhib	PolyA inh	KCNK3 inh	hERG protect	Dyrk1A ADPGlo	RGS4 block	KCNQ1 pot
O=[N+]([O-])c1cccc(-c2noc(-c3cccs3)n2)c1	i	-2	i	i	3	i	i	-4	2	i	i
Cc1ccc(OCC(=O)N/N=C/c2cc([N+](=O)[O-])ccc2N2CCCCC2)cc1	i	-3	-7.4*	i	1	i	i	-6	-1	i	i
CCC(C)(C)NC(=O)C(C)OC(=O)c1nsc(Cl)c1Cl (stereo not given)	i	-1	i	i	-1	i	i	-7	0	i	i
COc1cccc(NC(=O)Nc2cc(C(=O)O)ccc2C)c1	i	2	i	i	1	nt	i	-6	-1	i	i
CN(C)c1ccc(C(CNC(=O)c2ccccc2)c2c[nH]c3ccccc23)cc1 (stereo not given)	i	0	-13*	i	0	i	-9.2*	-14	2	i	i
Cc1nc(CS(=O)(=O)c2ccccn2)sc1C(=O)NNC(=O)c1ccccc1	i	-1	i	i	0	i	i	-12	9	i	i
COc1ccc(CC(=O)N2CCN(C(=O)c3ccco3)CC2)cc1	i	1	i	i	0	i	i	-10	-3	i	i
O=C(Cc1ccc(-n2c(=O)[nH]c3ccsc3c2=O)cc1)NCc1cccnc1	i	-1	i	i	-1	i	i	-2	-3	i	i
O=c1c2ccccc2[nH]c(=S)n1CCCN1CCN(c2ccccc2F)CC1	i	-6	i	i	-3	i	i	-4	-2	i	i
COc1ccc(CCn2c(-c3ccco3)nc3ccccc3c2=O)cc1OC	i	nt	i	i	5	i	i	-24	12	i	i
CC(C)CNC(=O)COC(=O)CNC(=O)c1cc(Cl)cc([N+](=O)[O-])c1	i	nt	i	i	7	i	i	-7	-14	i	i
COc1cc(NC(=O)CN2C(=O)NC(c3ccccc3)(c3ccccc3)C2=O)cc(OC)c1	i	2	i	i	3	i	i	-5	-5	i	i
CCC(C)N(C(=O)COC(=O)c1ccccc1SCC(=O)N1CCCC1)C1CCS(=O)(=O)C1 (stereo not given)	i	0	i	i	3	i	i	-11	-1	i	i
CC(CN1CCOCC1)c1ccccc1 (stereo not given)	i	1	i	i	3	i	i	-1	1	i	i
Cc1c(C(=O)N2CCCCC2)c(S(=O)(=O)NCc2ccc(F)cc2)c(C)n1C	i	-1	i	i	4	i	i	-4	-2	i	i
COCCCNC(=O)CCn1c(=O)c2ccccc2n(CC(=O)NCCC2=CCCCC2)c1=O	i	4	i	i	-4	i	i	-9	-6	i	i
Nc1[nH][nH]c(=O)c1N=Nc1ccc2c(c1)OCO2	i	-1	i	i	0	i	i	-3	17	i	i
COc1ccc(C(=O)NC2CCN(Cc3c(F)cccc3Cl)CC2)cc1OC	i	-2	i	i	1	i	i	-5	-7	i	i
O=C(CNC(=O)c1ccccc1)N/N=C/c1cc(Br)ccc1O	i	0	i	i	1	i	i	-9	-4	i	i
O=C(CC1CCCC1)Nc1ccc2c(c1)CCC2	i	-2	i	i	1	i	i	1	-4	i	i
CCC(C(=O)Nc1sc(C(N)=O)c(C)c1C(=O)OC)c1ccccc1 (stereo not given)	i	-4	i	i	-1	nt	i	-10	-1	i	i
N=C(c1ccc([N+](=O)[O-])cc1)N1CCCCCC1	i	-2	i	i	-1	i	i	-1	-7	i	i
CCOC(=O)N1CCc2c(sc3c2c(=O)n(Cc2ccccc2)c(=O)n3Cc2ccccc2F)C1	i	0	i	i	-1	i	i	-10	16	7.3*	i
CCCCCCCN1C(Nc2ccccc2)=NC[C@@H]1Cc1ccccc1	7*	-2	i	i	-1	i	i	-22	nt	i	i
CCOc1ccc(CCNC(=O)COC(=O)c2nc(Cl)ccc2Cl)cc1OCC	i	-3	i	i	-2	i	i	-14	-7	i	i
O=C(CCN1CCN(C/C=C/c2ccccc2)CC1)Nc1ccc(Cl)cc1	i	3	i	i	4	i	i	-12	-3	i	i
Cc1nnc(SCC(=O)Nc2ccc3c(c2)OCCO3)n1CC1CCCO1 (stereo not given)	i	0	i	i	-1	i	i	-6	-2	i	i
COc1ccc(NC(=O)Cc2csc(NC(=O)Nc3ccccc3OC)n2)c(OC)c1	i	0	i	i	-5	i	i	-24	3	i	i
COc1cc(CNCCc2ccccc2F)ccc1OCC(=O)N1CCCCC1	i	11	i	i	-2	i	i	1	-3	i	i
O=C(COC(=O)c1cnccn1)NCc1ccc2c(c1)OCO2	i	-2	i	i	3	i	i	-6	nt	i	i
COC(=O)Cn1nc(-c2ccccc2)n(-c2ccccc2)c1=S	i	1	i	i	-7	i	i	-9	5	i	i
CCOc1ccc(N(C(C)C(=O)NC2CCCCCC2)S(C)(=O)=O)cc1 (stereo not given)	i	-1	i	i	2	i	i	-1	-4	i	i
CCOC(=O)C1CCN(CCCSc2ccc(Cl)cc2)CC1	i	0	i	i	9	i	i	-5	8	i	i
COn1c(=O)c(-c2ccc(F)cc2)[n+]([O-])c2ccccc21	i	0	i	i	1	i	i	-8	1	i	i
O=C(CCCN1C(=O)c2cccc3cccc(c23)C1=O)N1CCN(c2ccc(F)cc2)CC1	i	1	i	i	1	i	i	-19	1	i	i
CC1CCCN(C(=O)CSc2nnc3n(C4CCCC4)c(=O)c4ccccc4n23)C1 (stereo not given)	i	0	i	i	14	i	i	-21	5	i	i
Cc1ccc2oc(C(=O)N(CCO)Cc3ccccc3)c(C)c2c1	i	2	i	i	2	i	i	0	-2	i	i
COc1ccc(NC(=O)c2cc(OC)c(OC)c(OC)c2Br)cc1OC	i	0	i	i	-5	i	i	-7	nt	i	i
Cn1c(=O)[nH]c(=O)c2[nH]c(NCCCN3CCOCC3)nc21	i	-22	i	i	-3	i	i	-4	-3	i	i
CCCc1cc(=O)[nH]c(SCC(=O)NC2CCCc3ccccc32)n1 (stereo not given)	i	-2	i	i	3	i	i	-15	26	i	i
O=S(=O)(Cc1ccccc1)c1cnc2ccccc2n1	i	-2	i	i	1	i	i	-8	3	i	i
O=S(=O)(c1ccc(F)c(F)c1)N1CCC2(CC1)OCCO2	i	4	i	i	-20	i	i	-2	0	i	i
Cc1ccc(Cn2nnnc2CN2CCC(NC(=O)c3ccc(Br)cc3)CC2)cc1	i	-3	i	i	0	i	i	-3	-5	i	i
C=CCc1c(C)nc(-c2ccccc2)nc1Nc1ccccc1O	i	4	i	i	1	i	i	-10	4	i	i
O=C(CSc1ncn[nH]1)Nc1ccc2c(c1)CCC2	i	-1	i	i	1	i	i	-9	-2	i	i
N#CC1=C(C=Nc2ccccc2O)CCC1	i	1	i	i	1	nt	i	-10	-1	i	i
CCOC(=O)c1c(S(=O)(=O)Nc2cccc(Cl)c2)c(C)n(C)c1C	i	-4	i	i	2	i	i	-2	-3	i	i
CCC(Sc1nc(=O)cc(N)n1-c1cccc(C)c1)C(=O)Nc1cc(C)on1 (stereo not given)	i	-1	i	i	2	i	i	0	-8	i	i

Whole records as entered above.
`O=S(=O)(Cc1ccccc1)c1cnc2ccccc2n1` is entered as KCNQ1 block = i; GSK3 alpha inh = -2; KCNK9 block = i; RGS4 pot = i; GSK3beta inhib = 1; PolyA inh = i; KCNK3 inh = i; hERG protect = -8; Dyrk1A ADPGlo = 3; RGS4 block = i; KCNQ1 pot = i
`N#CC1=C(C=Nc2ccccc2O)CCC1` is entered as KCNQ1 block = i; GSK3 alpha inh = 1; KCNK9 block = i; RGS4 pot = i; GSK3beta inhib = 1; PolyA inh = nt; KCNK3 inh = i; hERG protect = -10; Dyrk1A ADPGlo = -1; RGS4 block = i; KCNQ1 pot = i

The results go on.
SMILES	KCNQ1 block	GSK3 alpha inh	KCNK9 block	RGS4 pot	GSK3beta inhib	PolyA inh	KCNK3 inh	hERG protect	Dyrk1A ADPGlo	RGS4 block	KCNQ1 pot
Cc1ccc(CNC(=S)Nc2ccc(NS(=O)(=O)c3ccc(C)cc3)cc2)cc1	i	-2	i	i	3	i	i	-2	0	i	i
CC1CC(C)CN(C(=O)c2ccc3c(=O)n(Cc4ccc5c(c4)OCO5)c(=S)[nH]c3c2)C1 (stereo not given)	i	nt	i	i	0	i	i	-3	7	i	i
Cn1c(=O)[nH]c(=O)c2c1nc(SCCO)n2CC(O)COc1ccccc1 (stereo not given)	i	-1	i	i	1	i	i	-7	4	i	i
N/C(CCS(=O)(=O)c1ccc(Cl)cc1)=N\OC(=O)c1ccccc1C(F)(F)F	i	0	i	i	0	i	i	-6	0	i	i
CCCCNC(=O)CO/N=C(\C)c1cc2ccccc2o1	i	-2	i	i	2	i	i	2	-1	i	i
CCCC(=O)NC(c1ccc2c(c1)OCO2)c1cc(Cl)c2cccnc2c1O (stereo not given)	i	0	i	i	2	i	i	-6	2	i	i
CO/N=C/NC(=O)c1c(OC)ccnc1Oc1ccccc1	i	-1	i	i	2	i	i	-3	nt	i	i
Cc1ccc2nc(-c3ccc(NC(=O)CSc4nc(N)cc(=O)[nH]4)cc3)sc2c1	i	-2	i	i	-5	i	i	-5	-2	i	i
COc1cccc(-c2c(C#N)c(N)nc3c2c(C)nn3-c2ccccc2)c1O	i	2	i	i	-3	i	i	-7	1	i	i
CCc1ccc(CC(=S)N2CCOCC2)cc1	i	2	i	i	-1	i	i	-7	-3	i	i
CCOc1ccccc1N1CCN(C(=S)Nc2ccc(S(N)(=O)=O)cc2)CC1	i	0	i	i	-6	i	i	-5	1	i	i
COc1ccccc1/C=C1\SC(=O)N(CCC(=O)N(C)C2CCS(=O)(=O)C2)C1=O (stereo not given)	i	-1	i	i	21	i	i	-17	3	i	i
CN1CCN(C(=O)N2CCNC2=O)CC1	i	-2	i	i	-1	i	i	-15	0	i	i
Cn1nnnc1SCc1ccc(CSc2nnnn2C)cc1	i	-2	i	i	1	i	i	-5	-3	i	i

The list is partial; the hit share may differ from the screen's.
